Assay outcomes (PubChem BioAssay)
SENP8 block-1: blocks human SENP8 cleavage of Nedd8 substrate. hit rate 0.64% among 360,000. inhibition, % at 20 µM. AID 602440. recombinant SENP8, Nedd8 substrate fluorescence; in the data active means inhibition mostly above about 40%, no sharp cut-off; inactive means mostly below about 27%
Target sequence (Q96LD8 whole entry, looked up): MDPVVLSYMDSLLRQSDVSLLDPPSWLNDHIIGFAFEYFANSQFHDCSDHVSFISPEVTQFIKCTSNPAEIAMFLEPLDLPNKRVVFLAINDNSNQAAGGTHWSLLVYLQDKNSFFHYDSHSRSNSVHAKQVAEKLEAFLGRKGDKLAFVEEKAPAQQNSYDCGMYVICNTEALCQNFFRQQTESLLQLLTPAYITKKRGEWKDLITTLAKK
NALP3 yeast inh: NALP3 inhibition in yeast; Yeast reconstituted NLRP3/ASC/caspase-1, beta-gal luminescence, 24 h; inhibition, % at 10 µM; hit rate 0.39% among 330,000; AID 2825;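 active means inhibition of 50% or more; inactive means inhibition below 50%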;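 further: plate controls were induced DMSO wells for no effect and uninduced yeast grown without galactose for full effect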
SENP6 inh: inhibitors of human SENP6 protease; Recombinant SENP6 catalytic domain, aminoluciferin luminescence; inhibition, % at 10 µM; hit rate 1.8% among 330,000; AID 2599;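 active means inhibition above about 50% at the single tested dose, limit read from the data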;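 further: plate controls were DMSO wells with enzyme for no effect and DMSO wells lacking enzyme for full effect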
Target sequence (Q9GZR1 628-1112 limits assumed): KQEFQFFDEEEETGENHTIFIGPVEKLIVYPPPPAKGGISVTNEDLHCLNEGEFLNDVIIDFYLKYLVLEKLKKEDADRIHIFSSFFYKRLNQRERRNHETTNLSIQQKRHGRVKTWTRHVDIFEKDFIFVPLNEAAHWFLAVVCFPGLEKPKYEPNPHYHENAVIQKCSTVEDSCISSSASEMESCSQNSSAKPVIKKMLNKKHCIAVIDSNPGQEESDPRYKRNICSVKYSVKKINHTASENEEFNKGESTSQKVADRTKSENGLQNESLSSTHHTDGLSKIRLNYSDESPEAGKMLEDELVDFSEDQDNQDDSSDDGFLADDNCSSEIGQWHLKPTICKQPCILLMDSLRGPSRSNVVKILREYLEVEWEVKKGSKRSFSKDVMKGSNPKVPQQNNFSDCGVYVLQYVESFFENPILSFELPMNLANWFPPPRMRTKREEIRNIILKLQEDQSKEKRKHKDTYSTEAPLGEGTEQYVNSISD
SENP1 FRET inh: SENP1 (human) catalytic domain inhibition; AID 624204; inhibition, % at 10 µM; recombinant SENP1 catalytic domain, CyPet-SUMO1-YPet FRET cleavage; hit rate 0.21% among 360,000; Q9P0U3;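 active means inhibition at least 30% at 10 µM, raw YFP signal under a set limit, fluorescence ratio 0.5 to 1.5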;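 further: 0% = enzyme with DMSO and 100% = no enzyme wells; some results filed as inactive read as strong as hits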
Target sequence (Q9P0U3 419-644 limits assumed): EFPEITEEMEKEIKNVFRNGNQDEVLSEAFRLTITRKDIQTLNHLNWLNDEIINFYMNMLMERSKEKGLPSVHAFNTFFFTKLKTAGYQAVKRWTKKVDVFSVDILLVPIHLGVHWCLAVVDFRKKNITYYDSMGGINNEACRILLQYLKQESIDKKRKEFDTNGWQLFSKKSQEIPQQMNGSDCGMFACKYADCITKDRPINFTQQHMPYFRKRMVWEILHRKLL
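material = recombinant human SENP1 catalytic domain, His6-tagged | quantity = 20 pM enzyme | reagent = 25 nM SUMO1 FRET substrate | compound dosing = 10 µM single point, 0.5% DMSO | timing = 50 min enzyme reaction, room temperature, light-protected | detection = FRET, CFP and YFP emission | control set = no-enzyme low, enzyme-DMSO high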
PfGluPho inh: PfG6PD (Plasmodium falciparum) enzyme inhibition; PfGluPho enzyme, NADPH resazurin-diaphorase fluorescence; hit rate 0.78% among 350,000; inhibition, % at 20 µM;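 active means inhibition reaching at least a set limit at 20 µM in the primary screen, cut at about 59% in these data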;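 further: 0% = DMSO wells with substrate and 100% = DMSO wells lacking glucose-6-phosphate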
Apaf-1 inh: inhibitors of human Apaf-1 apoptosome; O14727; reconstituted apoptosome caspase-3 activity, DEVD-Rh110 fluorescence; inhibition, % at 20 µM; hit rate 0.71% among 330,000; AID 489030; active means inhibition of at least 40% at 20 µM;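 further: plate controls were DMSO wells for no effect and DEVD-CHO caspase inhibitor wells for full effect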
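Assay system: Apoptosome proteins | Medium: pH 7.5 Hepes buffer with CHAPS, BSA, DTT | Also added: Cytochrome c and DEVD-Rh110 substrate | Times: 30 min plus 50 min, RT | Detection: Rhodamine 110 fluorescence at Ex 480/Em 540 nm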
HKDC1 inh: HKDC1 (human) hexokinase inhibition. recombinant HKDC1, G6PDH/diaphorase resazurin coupled fluorescence. inhibition, % at 20 µM. hit rate 0.16% among 340,000;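 active means inhibition above about 35% when tested at 20 µM, limit read from the data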;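 further: plate controls were DMSO wells with enzyme for no effect and DMSO wells lacking enzyme for full effect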
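Test system: HK5 enzyme. Quantity: 5 µg/mL HK5 final. Reagent: glucose and ATP substrates. Schedule: 90 min reaction incubation at room temperature, dark. Technique: resazurin-to-resorufin fluorescence via G6PDH and diaphorase coupling, 525/613 nm. Control set: DMSO wells with and without enzyme mix.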
SENP7 inh: blocks the human protease SENP7; inhibition, % at 5 µM; AID 434973; Q9BQF6; recombinant SENP7, Z-RLRGG-aminoluciferin luminescence, 40 min; hit rate 1.5% among 330,000;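 active means inhibition above about 50% at the single test dose, limit read from the data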;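 further: plate controls were DMSO with enzyme for no effect and no enzyme buffer wells for full effect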
SENP8 block-2: blocks the human protease SENP8; Q96LD8; purified SENP8, Z-RLRGG-aminoluciferin cleavage, luminescence; inhibition, % at 10 µM; hit rate 1.2% among 330,000; AID 2540; in the data active means inhibition above about 50%
Active calls of the source: *; . = no result given.

SMILES	SENP8 block-1	NALP3 yeast inh	SENP6 inh	SENP1 FRET inh	PfGluPho inh	Apaf-1 inh	HKDC1 inh	SENP7 inh	SENP8 block-2
O=C(CNC(=O)c1ccccc1)NCC(=O)OCC(=O)c1ccccc1	2	4	-12	0	8	1	-11	8	2
Cn1c(=O)c2cc(S(=O)(=O)Nc3cc(C(=O)O)cc(C(=O)O)c3)ccc2n(C)c1=O	7	10	-10	2	-13	-7	-10	-3	-11
O=C(COC(=O)c1ccccn1)Nc1cccc2ccccc12	2	-7	-9	-5	-4	-22	10	-1	0
Cn1cc2ccc(N)cc2n1	-148	.	.	-2	40	.	15	.	.
CCn1c(=S)[nH]c2c(=O)n(C)c(=O)n(C)c21	12	.	.	-2	22	.	-4	.	.
C=CCSc1nnc(NC(=O)CSCc2c(C)noc2C)s1	15	-5	0	1	-9	11	3	-5	-19
COc1ccc(N2C(=O)c3ccccc3NC2(C)C)cc1	-446	21	-6	1	1	-6	-2	2	3
O=C(c1ccccc1)c1cnc(-c2ccccc2)s1	6	34	93*	0	20	11	-10	96*	89*
O=C(CN1CCN(c2ccccn2)CC1)NC(=O)NC1CCCCC1	7	20	-2	-3	-7	16	-4	20	-11
CCN(CC(=O)Nc1ccc(OC)c(OC)c1)S(=O)(=O)c1ccc(C)cc1	7	16	5	0	-4	-1	-3	4	-3
N#CC1(NC(=O)COc2cccnc2[N+](=O)[O-])CCCCC1	11	10	-5	-1	0	-8	-5	-8	5
CNC(=S)Nc1ccc2nc(C)c(C)nc2c1	-125	2	1	1	-7	1	-1	-9	-10
COc1cccc(C(=O)N2CCN(CCCc3ccccc3)CC2)c1OC	6	12	7	0	-2	-4	-9	2	-2
CN1CCN(C(=O)c2ccc3c(c2)N(Cc2cccc(Cl)c2)C(=O)c2ccccc2S3=O)CC1 (stereo not drawn)	3	17	2	0	5	11	-7	1	-6
CCc1cccc(CC)c1NC(=S)N(CCN(C)C)C(C)c1cccnc1 (stereo not drawn)	8	-2	14	2	-12	-1	-8	19	-2
CCOc1ccc(NC(=O)N2CC(C)OC(C)C2)cc1 (stereo not drawn)	16	11	4	-1	3	2	-4	6	7
O=S(=O)(c1ccc(F)cc1)N1CCC(N2CCCCCC2)CC1	13	16	-6	1	-16	8	-4	8	-8
CC(Sc1cccc[n+]1[O-])c1ccccc1 (stereo not drawn)	17	6	-6	0	-19	-1	-6	-9	-8
CCOC(=O)N1CCC(NC(=O)c2cccc3c2C(=O)N(Cc2cccnc2)C3)CC1	33	12	-16	-1	-2	6	4	-10	-9
CC(C)(C)N1CC(COc2ccccc2)OC1=O (stereo not drawn)	15	1	-21	2	-1	7	-5	-16	-4
Cc1nn(CC2CCCCC2)c(N)c1-c1ccccc1	16	26	11	1	-8	5	6	5	0
O=C(CN1CCN(S(=O)(=O)N2CCOCC2)CC1)Nc1ccc(Cl)c(Cl)c1	10	20	-13	1	-13	8	1	5	-8
O=C(CC1CCCC1)Nc1nc2ccccc2[nH]1	10	21	-18	0	21	-11	-5	-18	-15
O=c1c(-c2ccccc2)c(O)nc2ccccn12	-50	0	-7	3	9	-12	-10	3	-7
CC(=O)Nc1ccc(S(=O)(=O)NC2=C(N3CCN(c4ccc(F)cc4)CC3)C(=O)c3ccccc3C2=O)cc1	78*	22	63*	-1	28	64*	9	44	29
Cc1cc(C)n2nc(C(=O)OCC(=O)Nc3ccc(C)c(S(=O)(=O)N4CCOCC4)c3)nc2n1	7	16	3	-5	-9	8	-9	-9	-15
O=C(NC(O)C(=O)c1cccs1)c1cccnc1 (stereo not drawn)	16	10	12	3	8	-1	-5	8	2
CCCN1CCC(NC23CC4CC(CC(C4)C2)C3)CC1	.	9	3	.	.	-3	.	10	-2
CC(NC(=O)Nc1ccc2c(c1)OCO2)C1CCCO1 (stereo not drawn)	-7	12	7	-3	-3	0	-7	4	4
O=C(Nc1ccc(F)cc1)OCCOc1ccc([N+](=O)[O-])cc1	24	9	14	1	-1	6	1	4	9
COC(=O)c1ccccc1N=C(SC)N(C)C	-98	-7	-6	1	44	-5	-11	0	-2
O=C(CSc1nnc(Nc2ccccc2)s1)Nc1ccc(S(=O)(=O)N2CCOCC2)cc1	1	18	-11	3	8	16	9	3	-3
CC(C)NC(=O)CSc1nc2sccc2c(=O)n1-c1ccccc1	10	-6	-20	-3	-20	1	0	4	1
Cc1cc(N2CC(C)OC(C)C2)n2cc(-c3ccccc3)nc2n1 (stereo not drawn)	-412	1	-11	3	-3	-7	0	4	5
S=C(NCCc1ccccc1)N/N=C/c1ccc(Cl)cc1	17	17	3	0	8	-1	1	4	6
O=C(Cn1cnc2ccccc2c1=O)N/N=C/c1ccc(Br)cc1	22	14	8	3	-11	1	-3	4	-2
CCOC(=O)C(C)Sc1nc(N)c(NC(=O)c2ccc(OC)c(OC)c2)c(=O)[nH]1 (stereo not drawn)	7	5	0	0	-4	-8	-3	-2	4
O=C(Cc1c(Cl)cccc1Cl)OCC(=O)N1CCOCC1	3	6	8	1	0	-7	-5	-1	2
CNC(=O)CSc1nc(-c2ccccc2)c(-c2ccccc2)[nH]1	-130	-16	1	1	6	3	3	6	6
COc1ccc(CCNC(=O)C2CC(c3ccccc3C(F)(F)F)=NO2)cc1 (stereo not drawn)	14	18	-6	2	2	-2	-1	-3	5
CO/N=C/C(=N\Nc1ccc(OC)cc1)C(=O)c1ccc(OC)cc1	51*	13	0	6	-11	7	-3	1	-1
COc1cc(OC)cc(-c2nn[nH]n2)c1	13	7	-2	2	-8	-3	-6	-2	2
COc1ccc(CCNC(=O)c2cc3c(=O)n4ccccc4nc3n(CCN3CCOCC3)c2=N)cc1	-322	12	2	-24	-1	7	-2	4	5
COc1ccccc1/C=C/C(=O)NC(=S)NCC1CCCO1 (stereo not drawn)	-76	15	0	2	10	-7	1	-6	0
COc1ccccc1NC(=S)NC1CCCCC1	7	0	-7	0	0	-1	-10	3	-4
COc1cc(/C=N/N=C(\N)c2nonc2N)cc(OC)c1O	34	-4	-11	17	21	-12	0	-8	-2
O=c1cc(Cl)[nH]n(-c2ccccc2)c1=O	12	14	-4	-2	-15	2	0	1	4
CCOC(=O)C1CCCN(C2CC(=O)N(c3cccc(C)c3)C2=O)C1 (stereo not drawn)	24	1	1	-2	0	-8	-11	-2	-3
Cc1ccc(-c2nc(C#N)c(N3CCC(C(N)=O)CC3)o2)cc1	-337	2	-26	1	-1	4	1	4	-3
CCOC(=O)c1ccc(Nc2sc(C(=O)c3cccc([N+](=O)[O-])c3)c(N)c2C#N)cc1	28	15	-3	1	2	-9	-2	-1	3

Marked active in SENP7 inh, of those listed so far:
canonical_smiles	SENP8 block-1	NALP3 yeast inh	SENP6 inh	SENP1 FRET inh	PfGluPho inh	HKDC1 inh	SENP7 inh
O=C(c1ccccc1)c1cnc(-c2ccccc2)s1	6	34	93*	0	20	-10	96*

More compounds.
SMILES	SENP8 block-1	NALP3 yeast inh	SENP6 inh	SENP1 FRET inh	PfGluPho inh	Apaf-1 inh	HKDC1 inh	SENP7 inh	SENP8 block-2
Cc1ccccc1OCCC(=O)Nc1c(C)n(C)n(-c2ccccc2)c1=O	8	3	7	3	-5	12	-5	-3	5
CCN(CC(=O)NC1CC1)S(=O)(=O)c1ccc(OC)cc1	2	5	1	0	-2	-3	-1	-7	-1
Cc1ccc2nc(NCCCO)[nH]c2c1	20	12	-8	3	-14	9	-3	0	-9
COc1ccc(-c2nnc(SCC(=O)NCc3ccco3)o2)cc1	4	10	-54	1	9	-6	-7	-3	4
Cc1[nH]c2ccc(C(=O)OCC(=O)Nc3cccc(S(N)(=O)=O)c3)cc2c1C	-76	10	1	-4	3	-15	6	4	-2
CS(=O)(=O)c1ccc(C(=O)NC2CCCc3ccccc32)cc1 (stereo not drawn)	11	14	-17	1	10	-10	-9	12	0
COc1ccc(C)cc1NC(=O)CSc1nnnn1C1CCCC1	8	16	24	2	-10	9	4	3	4
COC(=O)/C=C/CC(C)OS(N)(=O)=O (stereo not drawn)	12	5	-13	0	-3	6	-2	7	-13
C=CCNC(=O)/C(C#N)=C/c1ccc(SC)cc1	-123	3	-5	-4	2	7	-4	-12	-16
CS(=O)(=O)c1ccc2nc(NC(=O)Nc3ccc(Cl)c(Cl)c3)sc2c1	-164	16	7	0	-5	2	-11	6	-4

Entries above containing a nitro group on carbon:
SMILES	SENP8 block-1	NALP3 yeast inh	SENP6 inh	SENP1 FRET inh	PfGluPho inh	Apaf-1 inh	HKDC1 inh	SENP7 inh	SENP8 block-2
N#CC1(NC(=O)COc2cccnc2[N+](=O)[O-])CCCCC1	11	10	-5	-1	0	-8	-5	-8	5
O=C(Nc1ccc(F)cc1)OCCOc1ccc([N+](=O)[O-])cc1	24	9	14	1	-1	6	1	4	9
CCOC(=O)c1ccc(Nc2sc(C(=O)c3cccc([N+](=O)[O-])c3)c(N)c2C#N)cc1	28	15	-3	1	2	-9	-2	-1	3

The listing continues:
SMILES	SENP8 block-1	NALP3 yeast inh	SENP6 inh	SENP1 FRET inh	PfGluPho inh	Apaf-1 inh	HKDC1 inh	SENP7 inh	SENP8 block-2
CCOc1cc(S(=O)(=O)NCCc2ccccc2C)c(OCC)cc1-n1cnnn1	-153	15	-2	0	-14	6	0	-8	-8
COc1ccc(Cl)cc1S(=O)(=O)NCc1ccncc1	9	4	5	0	-6	0	-5	-2	3
Cc1nnc(C)n1/N=C/c1ccc(O)cc1	3	10	3	3	-9	-6	-3	7	5
Cc1cc(-c2ccccc2)nc(N(C)C)c1S(C)(=O)=O	-22	37	-2	1	-3	-4	-8	5	4
CCCC(=O)c1cc2c(cc1NC(=O)c1ccccc1F)OCCO2	-84	5	-8	1	5	-4	-1	5	-2
CSCCC(NC(=O)COc1ccccc1)C(=O)N(C)CC(=O)Nc1ccc(Cl)cc1 (stereo not drawn)	8	17	8	-1	4	-2	-2	0	0
Cc1ccc(-c2nnc(SCC(=O)N/N=C/c3ccccc3C(=O)O)n2-c2ccc(Cl)cc2)cc1	28	15	8	4	-33	-6	1	4	0
NC(=O)c1nccc2ccccc12	-81	.	.	-4	-3	.	-3	.	.
Cn1c(CC(=O)Nc2ccccc2)nnc1SCC(=O)NC1CCCC1	4	7	11	0	7	-3	-5	7	4
CC(C)(C)NC(=O)CN1CCC(NC(=O)C23CC4CC(CC(C4)C2)C3)CC1	7	1	-1	1	-6	1	-8	9	0
COC(=O)[C@@H]1Cc2c([nH]c3ccccc23)C(C)N1C(=O)c1ccccc1 (stereo partly drawn)	4	0	-15	-1	3	12	2	-2	-9
CC(=O)c1nnn(-c2nc(N3CCCC3)nc(N(c3ccccc3)c3ccccc3)n2)c1C	3	-11	-6	0	2	19	-9	-2	5
O=C(CCC(=O)c1cccs1)NCC(=O)Nc1ccc(F)c(F)c1F	-19	14	14	-5	-8	4	-7	3	-3
O=C1NN(c2ccccc2)C(=O)/C1=C/c1ccc(Sc2cccc3ccccc23)o1	19	7	4	-1	-23	16	19	1	9
Cc1cccc(-n2nnnc2SCC(=O)Nc2ccc(N3CCN(C)CC3)cc2)c1	18	11	11	1	-6	10	2	1	16
CCc1ccc(C(c2c(C)nn(-c3ccccc3)c2N)c2c(C)nn(-c3ccccc3)c2N)cc1	-98	34	-10	0	20	29	22	-1	-2
CCC1(CC)Cc2ccccc2C(C2=C(O)CC(C)(C)CC2=O)=N1	1	-25	10	-8	-10	8	-11	-3	2

Rows are unselected. About 4.1% of those tested had a hit in this group.
